Bioassay records as filed in PubChem BioAssay.
Integrin act MD = activators of alpha7 integrin expression for muscular dystrophy. alpha7betagal myoblasts, beta-gal FDG fluorescence, 48 h. Potency, µM (titrated, usually from 38.3 µM), inactives show at the top dose activation, actives largely listed as activators. hit rate 0.064% among 350,000;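 also: potency is read from the fitted curve at half-maximal effect; 100% = response of the positive control SU9516; nearly all actives have a fitted effect of over 60% in size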
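alpha7betagal+/- myoblasts (passage 13, 250/well) treated 48 h at 37C with compounds at 1:260 dilution of DMSO stock. Lysed, then beta-galactosidase activity read as FDG fluorescence (ex 480/em 540) after 30 min, with pre-read for autofluorescence.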
Eya2 phos inh = inhibitors of human Eya2 phosphatase activity | O00167 | recombinant Eya2, OMFP fluorescence dephosphorylation (OMFP is methylfluorescein phosphate) | Potency, µM (doses to about 76.9 µM), inactives show at the highest dose activity, negative = inhibition, hits mostly inhibitors | hit rate 0.006% among 330,000; also: potency is read from the fitted curve at half-maximal effect; % is scaled to controls: 0 for no effect and ±100 for the full control effect
Target sequence (O00167 whole entry, looked up): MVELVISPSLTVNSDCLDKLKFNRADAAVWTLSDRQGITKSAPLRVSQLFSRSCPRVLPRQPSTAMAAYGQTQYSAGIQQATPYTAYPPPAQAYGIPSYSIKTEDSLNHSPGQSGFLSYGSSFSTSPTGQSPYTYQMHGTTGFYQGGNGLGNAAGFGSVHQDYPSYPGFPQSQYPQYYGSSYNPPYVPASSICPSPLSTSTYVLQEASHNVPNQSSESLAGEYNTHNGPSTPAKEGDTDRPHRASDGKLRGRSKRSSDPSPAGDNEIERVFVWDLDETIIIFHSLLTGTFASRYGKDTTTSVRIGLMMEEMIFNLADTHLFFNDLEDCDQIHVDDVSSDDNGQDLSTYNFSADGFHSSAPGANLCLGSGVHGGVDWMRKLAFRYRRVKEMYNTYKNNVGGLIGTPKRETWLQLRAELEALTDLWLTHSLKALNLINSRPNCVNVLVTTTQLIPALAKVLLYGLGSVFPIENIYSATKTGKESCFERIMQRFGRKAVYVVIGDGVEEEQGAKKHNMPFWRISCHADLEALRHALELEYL
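Eya2 (0.2 uM) preincubated 10 min at ambient with compound, then OMFP substrate added at 50 uM; 10 min reaction in 50 mM HEPES pH 7.5, 50 mM NaCl, 5 uM MgCl2, 0.05% BSA, 1 mM DTT. Fluorescence read at Ex 485/Em 525 nm.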
B2AR arrestin = recruits beta-arrestin to the human beta2-adrenergic receptor; P07550; beta-arrestin recruitment to beta2AR, cell-based reporter; Potency, µM (highest dose often 46.1 µM), inactives show top-dose activation, most hits filed as activators; hit rate 0.02% among 330,000; AID 492947;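 also: potency is read from the fitted curve at half-maximal effect; 0% = DMSO controls and full agonism = EC100 isoproterenol or metaproterenol; nearly all actives have a fitted effect of over 65% in size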
uPA generation = cell surface uPA generation inhibition; cell surface uPA generation assay, qHTS; Potency, µM (top dose mostly 38.3 µM), without a hit: top-dose activity change, negative = inhibition, most hits filed as inhibitors; hit rate 0.31% among 330,000; AID 540303; active = well fitted inhibition curve with a large enough effect; inconclusive = small, poorly fitted or top-dose-only effect; inactive = no such curve, though single readings can be large or run the other way; tested in mouse RAW 264.7 cells; also: potency is read from the fitted curve at half-maximal effect; % is scaled to controls: 0 for no effect and ±100 for the full control effect; nearly all actives have a fitted effect of over 55% in size
ELG1 genotox = induces genotoxicity in HEK293T cells with luciferase-tagged ELG1; HEK293T ELG1-luciferase reporter, luminescence, 16 h; Potency, µM (top dose mostly 46 µM), without a hit: at the highest dose activity change, positive = activation, hits mostly activators; hit rate 1.3% among 330,000; AID 504466; also: potency is read from the fitted curve at half-maximal effect; % of control where 0% means no effect; nearly all actives have a fitted effect of over 60% in size
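HEK293T cells expressing luciferase-tagged ELG1 were treated with compound or DMSO for 16 hr at 37°C. Luciferase activity was then read after 30 min with ONE-Glo at room temperature; rising signal flags genetic stress.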
USP2a block = USP2a (human) protease inhibition. O75604. USP2 core, Ub-CHOP2 coupled fluorogenic reporter, 485/531. Potency, µM (doses to about 38.3 µM), for inactives: at the highest dose activity change, negative = inhibition, usual class: inhibitors. hit rate 0.01% among 330,000;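 also: potency is read from the fitted curve at half-maximal effect; plate controls were DMSO wells for no effect and full inhibition by NEM control for full effect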
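Cell-free coupled assay: 10nM USP2 core preincubated 30min RT with compound in Tris-HCl pH 8.0/CaCl2/CHAPS buffer, then 25nM Ub-CHOP2 and 25nM reporter substrate; fluorescence (Ex 485/Em 531) read after 60min RT, normalized to NEM inhibition, concentration-response curves fitted.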
TRPV1 agonist = human TRPV1 agonism | Q8NER1 | TRPV1-expressing cells, Fluo-8 calcium influx, agonist mode | activation, % at 8.33 µM | hit rate 0.19% among 320,000 | AID 540275; in the data active = activation above about 80%; inconclusive = between about 30% and that limit; also: 0% is about no effect
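TRPV1-expressing cells were cultured overnight at 35.5C and loaded with Fluo-8 calcium dye for 40 to 90 min at room temperature. After a 10 s baseline, compound was added and calcium influx was read kinetically for 3 min (ex 480/em 520 nm).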
p53 reactivation = restores transcriptional activity of mutant p53 | H1299 p53-A138V BP100-luciferase reporter, luminescence, 24 h | AID 504706 | Potency, µM (series often up to 92.2 µM), for inactives: at the top dose activity change, positive = activation, hits mostly activators | hit rate 0.063% among 320,000; also: potency is read from the fitted curve at half-maximal effect; % of control where 0% means no effect; nearly all actives have a fitted effect of over 45% in size
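H1299 (p53-null), stable ts p53-A138V + BP100-Luc; 1000 cells/well, Opti-MEM/10% FBS; cpd 4 pt, 1:5; 24 h, 37 deg C, 5% CO2; detection reagent 10 min RT; luminescence.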
ASM inhibitor = human S-ASM enzyme inhibition. hit rate 0.006% among 340,000. AID 504937. placental ASM, HMU-PC fluorogenic substrate, 60 min. Potency, µM (doses to about 57.5 µM), for inactives: at the highest dose activity change, negative = inhibition, usual class: inhibitors; also: potency is read from the fitted curve at half-maximal effect
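Human placenta-derived ASM preincubated with compound 10 min at room temperature, then reacted with 9 uM (final) fluorogenic HMU-PC substrate for 60 min at 37 C. Stop solution raises pH to 10; fluorescence read at Ex 386/Em 447 nm.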
BRCA1 expr up = BRCA1 expression activation; MCF7-BRCA1-FFLuc reporter, luminescence, 48 h; response scale: scaled: vehicle 0%, 10 µM genistein 100%; Potency, µM (doses to about 46.1 µM), for the others: top-dose activation, usual class: activators; hit rate 1.1% among 380,000; also: potency is read from the fitted curve at half-maximal effect; nearly all actives have a fitted effect of over 80% in size; some results filed as inactive show a strong effect at the top dose
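First, MCF7-BRCA1-FFLuc cells (2000/well) attach for 2 h; next, compounds are pin-added and incubated 48 h at 37 °C; finally, luciferase reagent is added and luminescence read after 15 min.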
TSG101-PTAP inh = blocks PTAP/TSG101 interaction to inhibit HIV-1 budding | Fluorescence polarization, FITC-PTAP peptide / Tsg101 binding | Q99816 | 340,000 tested, under 10 active | Potency, µM (series often up to 115 µM), inactives show at the top dose activity change, negative = inhibition, usual class: inhibitors; active = well fitted inhibition curve with a large enough effect in the main read-out, with a control signal flat, not every such curve was filed as active; inconclusive = small, poorly fitted or top-dose-only effect, or effect the other way, or a change in a side signal; inactive = no such curve, though single readings can be large or run the other way; also: potency is read from the fitted curve at half-maximal effect; % of control where 0% means no effect
Target sequence (Q99816 whole entry, looked up): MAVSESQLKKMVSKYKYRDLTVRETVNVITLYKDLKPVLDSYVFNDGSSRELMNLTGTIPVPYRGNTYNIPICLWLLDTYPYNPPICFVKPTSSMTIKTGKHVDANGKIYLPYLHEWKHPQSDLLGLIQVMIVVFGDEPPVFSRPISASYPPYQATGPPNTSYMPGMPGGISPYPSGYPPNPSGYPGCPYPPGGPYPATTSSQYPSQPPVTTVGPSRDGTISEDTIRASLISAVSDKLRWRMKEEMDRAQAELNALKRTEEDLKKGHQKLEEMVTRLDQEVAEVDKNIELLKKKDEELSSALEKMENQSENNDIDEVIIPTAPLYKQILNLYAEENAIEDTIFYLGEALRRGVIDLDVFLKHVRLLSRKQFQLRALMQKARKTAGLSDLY
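Fluorescence polarization binding of Tsg101 binding domain (10 uM final) to FITC-labeled PTAP peptide (50 nM final) in HEPES pH 7.5 buffer with NaCl, Tween 20, EDTA, TCEP. Compounds added before peptide; binding 20 min at RT.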
Starred values were filed as active, the others as inactive; ? = inconclusive; nt = not tested or not shown; [ ] = remark or other dose. Unless noted, calls follow the shape of the dose curve; as a rule, active = well fitted curve in the direction sought with a large enough effect; inconclusive = small, poorly fitted or top-dose-only effect, or another doubt; inactive = no such curve, though single readings can be large; an effect the other way counts as inactive or inconclusive.

SMILES,Integrin act MD,Eya2 phos inh,B2AR arrestin,uPA generation,ELG1 genotox,USP2a block,TRPV1 agonist,p53 reactivation,ASM inhibitor,BRCA1 expr up,TSG101-PTAP inh
N/C(=N\OC(=O)COc1ccccc1)c1ccc(Cl)cc1,27.8%,3.3%,0.5%,4.7%,?,0.2%,18.0,?,5.0%,?,0.2%
CCCN(CCC)CCNC(=O)Cn1cnc2sc(C)c(S(=O)(=O)N3CCOCC3)c2c1=O,17.2%,nt,nt,0.7%,nt,nt,nt,nt,2.3%,9.3%,-1.1%
COc1cc(CCN2C(=O)c3cccc4cccc(c34)C2=O)c(S(=O)(=O)N2CCCCCC2)cc1OC,-42.8%,-3.9%,-0.3%,-0.8%,-11.1%,1.7%,-3.8,-2.0%,-7.6%,-37.2%,-2.3%
Cc1ccc(S(=O)(=O)NCC(=O)OCC(=O)N2CCc3ccccc32)cc1,5.9%,25.2%,-0.8%,2.3%,2.1%,-1.4%,0.0,0.1%,1.1%,-10.8%,-2.5%
C=CCc1ccc(OCCCCCN2CCOCC2)c(OC)c1,-16.0%,1.8%,0.1%,6.4%,0.8%,3.6%,-1.4,9.6%,-0.6%,18.0%,-2.6%
Cc1ccccc1-c1nc(CS(=O)(=O)CC(=O)Nc2cc(F)ccc2F)c(C)o1,-19.2%,-43.2%,-0.3%,7.3%,-3.1%,-0.6%,16.3,-6.5%,-19.7%,-12.6%,-1.3%
COCCn1cc(C(=S)N2CCOCC2)c2ccccc21,12.7%,-5.3%,-0.3%,1.4%,-0.4%,-4.7%,13.5,-2.6%,-0.5%,-2.9%[1.84 µM],-3.4%
CCOC(=O)c1cc2c(ccn2C)n1Cc1ccccc1C,-5.9%,5.3%,-0.1%,2.4%,7.6%,0.4%,16.6,-3.0%,-7.6%,-30.1%,-6.1%
COc1cccc(N2CC(O)=C(c3nc4ccccc4c(=O)[nH]3)C2=N)c1,-3.8%,-8.5%,0.0%,?,?,5.4%,1.9,15.2%,-7.9%,-46.5%,-4.0%
Cc1cccc2c1cnn2C(=O)CCC(=O)N1CCC(C)CC1,12.4%,-16.1%,-0.1%,-15.8%,1.5%,-0.9%,?,0.9%,4.3%,35.2%,1.0%
Cc1cc(OC(C)C(=O)Nc2ccccc2C(=O)N2CCCC2)ccc1Cl (stereo not given),0.3%,-5.7%,-0.6%,-3.6%,-9.5%,0.3%,?,-5.7%,3.4%,-35.1%,nt
O=C(NCC1CCCO1)c1nn2c(C(F)(F)F)cc(-c3cccs3)nc2c1Br (stereo not given),0.0%,-3.9%,-0.5%,nt,-18.5%,1.1%,-1.1,-2.9%,2.2%,-37.0%,0.6%
CCOc1ccccc1NS(=O)(=O)c1ccc(OC)c(OC)c1,-4.7%,-2.3%,-0.5%,nt,-2.9%,1.6%,4.4,3.9%,1.6%,2.1%,-3.9%
Cc1ccc(NC(=S)NNC(=O)c2nn(C)cc2Cl)cc1,1.9%,0.2%,0.2%,1.7%,1.1%,-0.9%,-0.5,6.3%,-1.1%,-0.9%,-1.7%
CCN(CC)C(=O)C1CCCN(Cc2ccc(OC)c(C)c2C)C1 (stereo not given),-25.1%,-4.5%,-0.3%,2.8%,-9.1%,-6.0%,-1.0,?,0.4%,-28.7%,-2.3%
Cc1ccc(S(=O)(=O)NCc2cn3ccsc3n2)c(C)c1,13.9%,1.1%,-0.1%,-6.3%,-4.5%,0.6%,-2.4,-15.9%,3.1%,4.3%,-5.2%
CCOC(=O)c1csc(NC(C)=O)n1,-10.3%,4.8%,-0.1%,3.4%,7.3%,-0.5%,-5.2,4.4%,2.4%,0.0%,0.3%
Cc1ccc(OCCCC(=O)NC2CCCCC2)cc1,12.3%,2.1%,-0.5%,2.0%,-6.3%,-1.6%,?,-0.2%,4.0%,-0.7%,0.3%
COc1ccc(-n2cccc2C=O)cc1OC,-7.1%,1.8%,-0.1%,nt,5.8%,4.2%,nt,0.1%,3.5%,0.8%,2.0%
O=C(CCN1C(=O)c2ccccc2C1=O)NC(=S)Nc1ccccc1Cl,0.2%,-4.2%,-0.2%,0.3%,0.8%,-3.6%,10.5,0.0%,-2.3%,-4.8%,-1.6%
O=C(N/N=C/c1ccc(OC(=O)c2ccccc2)c([N+](=O)[O-])c1)c1ccc(O)cc1,21.6%,3.7%,?,-0.6%,0.6%,0.7%,?,2.3%,?,-23.4%,-10.1%
Cc1ccccc1CN(CC1CCC(C(=O)O)CC1)C(=S)Nc1ccccc1F (stereo not given),7.5%,-4.3%,-0.1%,2.9%,2.1%,-0.5%,0.0,3.8%,-1.5%,-0.2%,-3.1%
O=c1c(-c2c(O)cc(O)c3c(=O)cc(-c4ccc(O)cc4)oc23)c(-c2ccc(O)cc2)oc2cc(O)cc(O)c12,5.2%,-24.7%,-0.6%,10.8%,0.0%,-7.9%,-3.4,1.6%,-29.4%,32.3%,-4.0%
O=C(Cn1nc(-c2ccccc2)ccc1=O)NCc1ccc(F)cc1,9.6%,-14.3%,0.2%,-6.0%,11.5%,3.7%,13.6,11.8%,2.0%,54.3%,76.0%[activator]
COc1ccc(NC(=O)c2cc3c(=O)n4ccccc4nc3n2C)c(OC)c1,23.0%,18.6%,-0.3%,1.3%,0.3%,-1.8%,-4.4,0.7%,15.3%,46.5%,2.5%
O=S(=O)(Nc1ccc(O)c(Sc2nc3ccccc3s2)c1)c1ccc(F)cc1,-9.0%,2.3%,0.3%,6.2%,-4.8%,1.3%,-2.7,-2.2%,-10.3%,-27.7%,-8.4%
CCn1c(SCC(=O)Nc2cc(C)on2)nnc1-c1ccncc1,1.8%,6.7%,-0.1%,10.8%,0.5%,0.5%,2.5,4.0%,5.8%,6.8%,-1.0%
Cc1ccc(Cl)cc1NC(=S)N(CCN(C)C)C(C)c1ccccn1 (stereo not given),-21.3%,?,-0.1%,-1.1%,-4.1%,-1.9%,4.0,16.1%,-1.8%,-31.6%,-1.0%
COc1ccc2c(c1)C(c1ccccc1)NC(=O)C2 (stereo not given),1.5%,9.0%,0.2%,-12.2%,0.7%,0.3%,2.7,6.9%,1.5%,-1.3%,-2.7%
O=C(c1ccc2nc(-c3ccco3)c(-c3ccco3)nc2c1)N1CCN(c2ccccc2)CC1,-23.1%,3.1%,-0.2%,nt,-22.5%,1.5%,-1.1,-22.5%,46.6%[activator],-57.0%,-14.6%
COc1ccccc1-c1nnc(SCC(=O)NC2CCCCC2)n1N,20.5%,-19.5%,2.4%,3.0%,1.9%,-1.7%,nt,-1.8%,-0.3%,7.9%,0.2%
CN(C)/N=C/c1ccc(OS(=O)(=O)c2ccccc2)cc1,6.6%,-5.1%,-0.8%,-2.0%,8.2µM*,-1.5%,21.4,23.8%,-3.4%,10µM*,-0.9%
O=S(=O)(Cc1nnnn1-c1ccccc1)c1ccccc1,11.2%,-3.0%,-0.5%,-14.8%,4.8%,0.0%,0.5,-4.2%,4.7%,19.9%,0.7%
Cc1cccc(-c2nnc(SCC(=O)NC3CCCC3)o2)c1,?,-0.2%,0.2%,7.2%,3.8%,-2.2%,1.8,11.5%,0.5%,73.5%,0.2%
O=C(NC1CCCCC1)C(=S)NC1CCCCC1,nt,-0.1%,0.2%,nt,?,-1.9%,2.5,3.0%,nt,nt,nt
CN(CC(=O)NC1CCCCC1)S(=O)(=O)c1ccc(Cl)cc1,18.3%,-28.6%,0.3%,-1.0%,0.7%,0.2%,0.1,-2.9%,-1.8%,6.9%,-5.7%
COC(=O)C1=C(Nc2ccc(C)cc2)C=C(C)C(C(=O)OC)C1c1ccc(OC)cc1 (stereo not given),-24.6%,2.2%,0.2%,-14.3%,-6.0%,2.8%,1.4,-7.4%,-11.6%,-88.5%,-3.9%
O=C(NCc1ccccc1CN1CCCC1)c1cccc(S(=O)(=O)N2CCCC2)c1,-20.6%,19.4%,0.3%,-4.5%,3.4%,1.2%,-0.6,-0.3%,-1.4%,-11.4%,1.6%

The order is random; overall some 2.6% were active at least once.
